High-throughput results deposited in PubChem BioAssay by Sanford-Burnham Center for Chemical Genomics.
SENP8 block-1: inhibitors of human SENP8 protease; purified SENP8, Z-RLRGG-aminoluciferin cleavage, luminescence; hit rate 1.2% among 330,000; Q96LD8; AID 2540; inhibition, % at 10 µM; in the data active = inhibition above about 50%
UBC13 inh: human UBC13 polyubiquitination inhibition | P61088 | inhibition, % at 20 µM | hit rate 0.47% among 330,000 | AID 485273 | UBC13 polyubiquitin chain formation, TR-FRET; in the data active = inhibition above about 45%, passing the limit was not always enough
SENP8 block-2: SENP8 (human) protease inhibition | recombinant SENP8, Nedd8 substrate fluorescence | inhibition, % at 20 µM | hit rate 0.64% among 360,000 | AID 602440; in the data active = inhibition mostly above about 40%, no sharp cut-off; inactive = mostly below about 27%
SENP1 inh: blocks the human SENP1 SUMO protease catalytic domain. Q9P0U3. inhibition, % at 10 µM. recombinant SENP1 catalytic domain, CyPet-SUMO1-YPet FRET cleavage. hit rate 0.21% among 360,000. AID 624204;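 active = inhibition at least 30% at 10 µM, raw YFP signal under a set limit, fluorescence ratio 0.5 to 1.5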;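 note: 0% = enzyme with DMSO and 100% = no enzyme wells; some results filed as inactive read as strong as hits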
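Assay system – human recombinant His6-tagged SENP1 catalytic domain enzyme · Input – SENP1 enzyme, 20 pM final · Buffer or medium – Tris pH 8 buffer plus EDTA, NaCl, BME, BSA, NP40, catalase · Schedule – 50 min reaction at room temperature · Technique – FRET read of cyan and yellow fluorescence · Control set – no-enzyme wells low, DMSO-plus-enzyme wells high control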
HKDC1 inh: blocks human hexokinase HKDC1 activity; recombinant HKDC1, G6PDH/diaphorase resazurin coupled fluorescence; AID 493160; hit rate 0.16% among 340,000; inhibition, % at 20 µM; Q2TB90;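 active = inhibition above about 35% when tested at 20 µM, limit read from the data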;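 note: plate controls were DMSO wells with enzyme for no effect and DMSO wells lacking enzyme for full effect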
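Material – in-house recombinant HK5 (HKDC1) enzyme · Quantity – HKDC1 at 5 µg/mL · Buffer or medium – pH 8.0 Tris buffer with 10 mM MgCl2 · Reagent – glucose with 1 mM ATP · Dosing – single 20 µM dose · Times – reaction time 90 min, room temperature, protected from light · Technique – resorufin fluorescence at 613 nm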
SENP7 inh: blocks the human protease SENP7; recombinant SENP7, Z-RLRGG-aminoluciferin luminescence, 40 min; inhibition, % at 5 µM; hit rate 1.5% among 330,000; AID 434973;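 active = inhibition above about 50% at the single test dose, limit read from the data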;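 note: plate controls were DMSO with enzyme for no effect and no enzyme buffer wells for full effect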
beta cell repl: MIN6 beta-cell proliferation induction; MIN6 cells proliferation, ATPlite luminescence, 48 h; cells starved in 0.2% serum; 100% = growth in 10% serum; proliferation, % at 10 µM; hit rate 0.29% among 330,000; AID 2380;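 active = compounds whose signal lies at least 3.5 SD above the mean of all wells on their plate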;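 note: 0% = DMSO-treated cells in low-serum medium and 100% = 10% serum control; some compounds called inactive have numbers as strong as hits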
PfGluPho inh: PfG6PD (Plasmodium falciparum) enzyme inhibition | PfGluPho enzyme, NADPH resazurin-diaphorase fluorescence | inhibition, % at 20 µM | hit rate 0.78% among 350,000 | AID 504690;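 active = inhibition reaching at least a set limit at 20 µM in the primary screen, cut at about 59% in these data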;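 note: 0% = DMSO wells with substrate and 100% = DMSO wells lacking glucose-6-phosphate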
SENP6 inh: blocks the human protease SENP6; Recombinant SENP6 catalytic domain, aminoluciferin luminescence; hit rate 1.8% among 330,000; inhibition, % at 10 µM;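 active = inhibition above about 50% at the single tested dose, limit read from the data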;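 note: plate controls were DMSO wells with enzyme for no effect and DMSO wells lacking enzyme for full effect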
An asterisk follows results filed as active; i = inactive; . = not tested or not shown.

nr	Compound	SENP8 block-2	SENP6 inh	SENP7 inh	PfGluPho inh	SENP8 block-1
1	CS(=O)(=O)c1ccc(Cl)c(NC(=O)C2CCN(S(=O)(=O)c3cccs3)CC2)c1	10	-12	-4	3	-2
2	CSc1nnc(C(C)(C)C)c(=O)n1/N=C/c1ccccc1O	23	-10	-6	-11	-5
3	CC[C@@]12C(=O)N(c3cccc(Br)c3)C(=O)N1[C@H](c1cccc(C)c1)[C@@H]1C(=O)N(Cc3ccccc3)C(=O)[C@@H]12	15	-12	-8	17	-6
4	C/C(=N\NC(=O)C1CCCC1)c1ccc(C(C)C)cc1	5	-13	11	7	-15
5	COc1cc(CNCCCN2CCOCC2)ccc1OCC(=O)Nc1cccc(C(F)(F)F)c1	20	-1	-1	-8	0
6	COc1cccc(NC(=O)COC(=O)c2c(F)cccc2F)c1	16	-10	3	5	1
7	CCN1C(=O)c2cccc3c(S(=O)(=O)N4CCC(C)CC4)ccc1c23	i	-2	-4	-5	-8
8	COC(=O)C(Cc1ccccc1)NC(=O)CNS(=O)(=O)c1ccc(Br)cc1 (stereo not drawn)	0	9	4	-2	1
9	Cc1cccc(NC(=O)CCN2C(=O)C3C4CCC(C4)C3C2=O)c1C (stereo not drawn)	11	1	7	-4	-5
10	COc1ccc(CN(CCC(c2ccc(F)cc2)C2CCOC(C)(C)C2)C(=O)c2ccco2)cc1 (stereo not drawn)	4	-10	0	18	-8

nr	HKDC1 inh	SENP1 inh	UBC13 inh	beta cell repl
1	-3	1	4	2
2	2	2	-8	-1
3	-1	0	-3	-5
4	-3	1	-5	-2
5	10	3	19	-6
6	-2	-1	5	-1
7	4	-21	4	-5
8	-7	0	-2	2
9	-7	2	-18	-2
10	17	-4	8	-6

Some of these compounds in order of number of heavy atoms, lowest first.
nr	Compound	SENP8 block-2	SENP6 inh	SENP7 inh	PfGluPho inh	SENP8 block-1
4	C/C(=N\NC(=O)C1CCCC1)c1ccc(C(C)C)cc1	5	-13	11	7	-15
2	CSc1nnc(C(C)(C)C)c(=O)n1/N=C/c1ccccc1O	23	-10	-6	-11	-5
9	Cc1cccc(NC(=O)CCN2C(=O)C3C4CCC(C4)C3C2=O)c1C (stereo not drawn)	11	1	7	-4	-5
3	CC[C@@]12C(=O)N(c3cccc(Br)c3)C(=O)N1[C@H](c1cccc(C)c1)[C@@H]1C(=O)N(Cc3ccccc3)C(=O)[C@@H]12	15	-12	-8	17	-6

nr	HKDC1 inh	SENP1 inh	UBC13 inh	beta cell repl
4	-3	1	-5	-2
2	2	2	-8	-1
9	-7	2	-18	-2
3	-1	0	-3	-5

Additional entries follow:
nr	Compound	SENP8 block-2	SENP6 inh	SENP7 inh	PfGluPho inh	SENP8 block-1
11	Cc1ccc(S(=O)(=O)NCCCC(=O)C=[N+]=[N-])cc1	20	4	10	5	3
12	Cc1cc(C)nc(N2CCCC(C(=O)NCCc3ccccc3F)C2)n1 (stereo not drawn)	-30	-7	0	-7	5
13	COc1cccc(CN2CCNC(=O)C2CC(=O)NCCc2nc(C)c(C)s2)c1OC (stereo not drawn)	7	-4	-1	11	-6
14	COC(=O)c1cn(C(C)C(=O)NCc2ccco2)c2ccccc12 (stereo not drawn)	-10	-1	4	-6	1
15	Cc1cc(=O)[nH]c(SCCCOc2ccc3c(c2)CCC3)n1	10	-1	1	-19	-2
16	CCn1cc(CN2CCCC(CNS(=O)(=O)c3ccc(OC)cc3)C2)cn1 (stereo not drawn)	-7	7	3	6	7
17	O=C(CNC1CCCCC1)NCC1(c2ccccc2)CCCC1	18	-10	9	-27	-2
18	Cc1cc(C(=O)CSc2cccc[n+]2[O-])c(C)n1-c1ccc(OC(F)F)cc1	21	15	2	3	1
19	CN(C)c1cc[n+](CC(=O)Nc2cccc([N+](=O)[O-])c2)cc1	10	12	7	-18	1
20	CC(C)Nc1ccc(C(CC(N)=O)NC(=O)Cc2ccc(Cl)cc2)cc1[N+](=O)[O-] (stereo not drawn)	16	-3	4	-5	-6

nr	HKDC1 inh	SENP1 inh	UBC13 inh	beta cell repl
11	0	-2	-1	0
12	-6	1	2	-1
13	-6	-10	-10	-1
14	1	0	-1	-3
15	1	1	2	0
16	-10	-1	3	0
17	-6	1	5	-3
18	-7	1	-12	-2
19	-5	0	0	2
20	-1	3	-37	-5

Values in list order from above.
SENP7 inh, compounds 14–18 → 4, 1, 3, 9, 2
HKDC1 inh, compounds 14–18 → 1, 1, -10, -6, -7

3 of the entries above in order of their number in SENP7 inh, descending:
entry	canonical_smiles	SENP7 inh
19	CN(C)c1cc[n+](CC(=O)Nc2cccc([N+](=O)[O-])c2)cc1	7
16	CCn1cc(CN2CCCC(CNS(=O)(=O)c3ccc(OC)cc3)C2)cn1 (stereo not drawn)	3
18	Cc1cc(C(=O)CSc2cccc[n+]2[O-])c(C)n1-c1ccc(OC(F)F)cc1	2

Whole records from above.
Results for `CN(C)c1cc[n+](CC(=O)Nc2cccc([N+](=O)[O-])c2)cc1` = SENP8 block-2 = 10; SENP6 inh = 12; SENP7 inh = 7; PfGluPho inh = -18; SENP8 block-1 = 1; HKDC1 inh = -5; SENP1 inh = 0; UBC13 inh = 0; beta cell repl = 2
Results for `Cc1cc(C)nc(N2CCCC(C(=O)NCCc3ccccc3F)C2)n1` (stereo not drawn) = SENP8 block-2 = -30; SENP6 inh = -7; SENP7 inh = 0; PfGluPho inh = -7; SENP8 block-1 = 5; HKDC1 inh = -6; SENP1 inh = 1; UBC13 inh = 2; beta cell repl = -1

Next part:
nr	Compound	SENP8 block-2	SENP6 inh	SENP7 inh	PfGluPho inh	SENP8 block-1
21	Cc1ccc(OCCOCCn2ccnc2)c(Br)c1	21	15	4	-4	3
22	O=c1oc2cc(Oc3ccc(C(F)(F)F)cc3[N+](=O)[O-])ccc2c2c1CCC2	-77	3	-1	0	-8
23	Cc1cccc(CNc2ccc(C(CC(N)=O)NC(=O)Cc3cccc4ccccc34)cc2[N+](=O)[O-])c1 (stereo not drawn)	14	-5	-8	-2	-2
24	CN(C)c1ccc(-c2nn3c(-c4cccnc4)nnc3s2)cc1	.	-10	-1	0	-7
25	Cc1cc(C)c2nc(N3CCC(C(=O)N4CCN(c5ncccn5)CC4)CC3)sc2c1	-9	-3	10	-4	-1
26	Cc1noc(C)c1COc1ccc(C(=O)OCC(=O)NCc2ccccc2Cl)cc1	7	5	2	10	6

nr	HKDC1 inh	SENP1 inh	UBC13 inh	beta cell repl
21	-7	1	6	-2
22	-5	-3	5	0
23	0	4	-20	-7
24	-7	.	18	1
25	3	2	4	-3
26	-10	1	3	0
